Screening results from PubChem.
PMI act – activators of human PMI, primary screen, biochemical, fluorescence intensity, near-Km mannose 6-phosphate; purified human PMI, coupled resazurin fluorescence, 20 min; hits give high values; 1 = vehicle control, 0 substrate-free wells; Mannose-6-phosphate isomerase (Homo sapiens), P34949; actives 0.005% (n = 190,000); AID 1214, 2008; activation factor at 20 µM;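 active = activation factor of 2 or more at 20 µM, relative to plate controls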
Target sequence (P34949 whole entry, looked up): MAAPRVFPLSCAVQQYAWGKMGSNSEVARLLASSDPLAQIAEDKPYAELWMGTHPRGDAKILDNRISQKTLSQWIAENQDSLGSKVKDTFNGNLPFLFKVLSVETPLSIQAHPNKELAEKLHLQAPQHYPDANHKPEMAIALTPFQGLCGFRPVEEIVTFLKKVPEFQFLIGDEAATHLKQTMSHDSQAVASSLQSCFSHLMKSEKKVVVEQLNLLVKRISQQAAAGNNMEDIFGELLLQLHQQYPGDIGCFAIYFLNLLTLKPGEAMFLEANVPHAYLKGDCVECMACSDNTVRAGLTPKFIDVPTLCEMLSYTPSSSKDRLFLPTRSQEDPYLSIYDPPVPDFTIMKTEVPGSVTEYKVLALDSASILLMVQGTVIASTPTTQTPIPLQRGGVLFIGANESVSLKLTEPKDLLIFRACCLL
Diaph act CS – compounds boosting diaphorase resazurin reduction – biochemical, uHTS, resorufin fluorescence, counter-screen for diaphorase-coupled primary assays, primary screen; Diaphorase/resazurin coupled assay, 16 min; hits give high values; 1 = vehicle wells, 0 = NADH-free wells; actives 0.005% (n = 190,000); AID 1229, 2008; activation factor at 20 µM;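 active = diaphorase activity raised at least twofold by the compound at 20 µM; inactive = activation factor below 2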
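Measured by – red resorufin fluorescence at 544/590 nm excitation/emission · Test system – Clostridium kluyveri diaphorase, purified enzyme · Incubation – reaction time 16 min, room temperature · Buffer or medium – 50 mM HEPES pH 7.4 with 4.542 mM MgCl2, 0.005% Tween 20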
Diaph inh CS – diaphorase inhibitors and chemical oxidizers, primary screen, counter-screen for diaphorase-coupled primary assays, biochemical, uHTS, resorufin fluorescence | diaphorase resazurin-to-resorufin fluorescence, NADH, 16 min; bacterial (C. kluyveri) enzyme, not human | inhibition, % at 20 µM | actives 0.69% (n = 190,000) | AID 1217, 2008;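 active = primary screen inhibition at 20 µM above a set limit, cut at about 50% in these data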;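 also: plate controls were DMSO with full reaction for no effect and wells lacking NADH for full effect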
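Assay system – diaphorase enzyme from Clostridium kluyveri · Amount – diaphorase 0.14 U/mL (working solution) · Times – reaction incubation of 16 min at room temperature · Controls – No-NADH positive control and DMSO neutral control · Signal – resorufin fluorescence 544/590 nm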
PMI act satM6P – human PMI activators, high substrate, primary screen, biochemical, fluorescence intensity, near-saturating mannose 6-phosphate; Mannose-6-phosphate isomerase (Homo sapiens), P34949; coupled PMI enzyme assay, resazurin fluorescence, 20 min; hits give high values; 1 = untreated enzyme, 0 = substrate-free blank; activation factor at 20 µM; actives 0.34% (n = 190,000); AID 1216, 2008;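 active = activation factor of 2 or more at 20 µM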
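Test system: human phosphomannose isomerase with PGI, G6PDH, diaphorase coupling enzymes; Amount: PMI at 15 ng/mL final; Reagent: Mannose-6-phosphate 1.0 mM (near-saturating) plus 0.22 mM NADP+; Timing: 20 min, room temperature; Technique: resorufin fluorescence at Ex 544/Em 590 nm; Dosing: 20 µM single dose.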
FLuc act counter – FLuc activators, initial screening, artefact control for FLuc-dependent activation tests, biochemical, ATPlite luminescence. Luciferin 4-monooxygenase (Photinus pyralis), P08659. activation factor at 10 µM. ATPlite luciferase biochemical, 10 min; 0 = ATP-free wells, 1 = DMSO control. 200,000 tested, under 10 active;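 active = luciferase activation factor, scaled between plate controls, of at least 2 with compound at 10 µM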
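test system = cell-free luciferase reagent | medium = PBS as buffer for the ATP substrate | dosing = test compounds dosed from 2 mM stocks in 100% DMSO | incubation = 10 min at ambient temperature | detection = luminescence measurement of luciferase light output | benchmarks = low control with PBS replacing ATP, high control enzyme plus ATP without compound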
G6PDH counter – L. mesenteroides G6PDH inhibitors, counter-screen for G6PDH-coupled screening assays, biochemical, Leuconostoc mesenteroides enzyme | glucose-6-phosphate dehydrogenase [Leuconostoc mesenteroides] | Purified L. mesenteroides G6PDH, diaphorase/resazurin coupled fluorescence, 45 min | inhibition, % at 5 µM | actives 0.12% (n = 200,000); in the data active = inhibition above about 50%
Efa HMGR inh – inhibitors of E. faecalis class II HMGR, primary screen, biochemical, Enterococcus faecalis. actives 0.41% (n = 190,000). HMG-CoA reductase (Enterococcus faecalis, mvaE). AID 1066, 2008. purified E. faecalis HMGR, NADPH absorbance 340 nm kinetic. inhibition, % at 10 µM;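 active = inhibition above a set limit, the median over all tested compounds plus 3 SD, cut at about 9.5% in these data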;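 also: enzyme runs in reverse so mevalonate oxidation gives rising NADPH absorbance; 0% = complete reaction with DMSO and 100% = background rate lacking mevalonate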
TNAP act hi DEA – TNAP activators at high phosphate acceptor level, primary screen, biochemical, luminescence, uHTS. Alkaline phosphatase, tissue-nonspecific isozyme (Homo sapiens), P05186. purified TNAP, CDP-star luminescence, 1 M DEA, 30 min; hits give high values; 0 = EDTA background, 1 = DMSO-only activity. activation factor at 20 µM. 200,000 tested, under 10 active. AID 1136, 2008;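 active = activation factor at least 2 at 20 µM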
Target sequence (P05186 whole entry, looked up): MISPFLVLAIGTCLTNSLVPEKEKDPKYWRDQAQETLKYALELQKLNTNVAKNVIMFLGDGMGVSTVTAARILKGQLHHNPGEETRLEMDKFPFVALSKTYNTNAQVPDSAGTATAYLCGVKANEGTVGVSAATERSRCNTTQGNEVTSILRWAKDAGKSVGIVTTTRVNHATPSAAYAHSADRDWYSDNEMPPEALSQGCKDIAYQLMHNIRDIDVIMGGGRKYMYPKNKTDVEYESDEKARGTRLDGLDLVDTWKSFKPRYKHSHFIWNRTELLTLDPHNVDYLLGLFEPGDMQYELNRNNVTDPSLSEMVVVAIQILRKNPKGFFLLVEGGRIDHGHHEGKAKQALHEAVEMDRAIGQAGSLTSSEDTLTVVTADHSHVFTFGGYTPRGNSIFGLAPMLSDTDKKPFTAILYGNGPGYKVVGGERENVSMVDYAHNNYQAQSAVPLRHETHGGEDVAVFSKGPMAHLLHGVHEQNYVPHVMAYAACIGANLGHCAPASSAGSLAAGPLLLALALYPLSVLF
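Control set: EDTA negative control, DMSO positive control / Assay system: human TNAP / Quantity: TNAP 1/800 final / Evaluation: TNAP activation factor scaled between EDTA and DMSO control wells / Measured by: luminescent substrate turnover signal / Compound dosing: one dose, 20 µM / Times: 30 min enzyme reaction at room temperature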
TNAP inh noacc – human TNAP enzyme inhibitors, primary screen, biochemical, luminescent, no phosphate acceptor, uHTS; Alkaline phosphatase, tissue-nonspecific isozyme (Homo sapiens), P05186; purified TNAP, CDP-star luminescence, 30 min; inhibition, % at 20 µM; actives 0.26% (n = 200,000); AID 1012, 2008;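 active = tissue-nonspecific alkaline phosphatase inhibition above about 50% at 20 µM in the single-dose screen, limit read from the data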;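 also: 0% = DMSO negative control and 100% = EDTA positive control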
TNAP inh hiacc – human TNAP enzyme inhibitors, primary screen, biochemical, luminescent, high phosphate acceptor level, uHTS | AID 1135, 2008 | Alkaline phosphatase, tissue-nonspecific isozyme (Homo sapiens), P05186 | inhibition, % at 20 µM | purified TNAP, CDP-star luminescence, 1 M DEA | actives 0.03% (n = 200,000);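 active = over 50% inhibition of tissue-nonspecific alkaline phosphatase at 20 µM in the single-dose screen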;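 also: plate controls were DMSO wells for no effect and EDTA-quenched wells as full inhibition for full effect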
An asterisk follows results filed as active; i = inactive; / = no result given.

The line under a structure holds: PMI act	Diaph act CS	Diaph inh CS	PMI act satM6P	FLuc act counter	G6PDH counter	Efa HMGR inh	TNAP act hi DEA	TNAP inh noacc	TNAP inh hiacc
C=CC(O)(C#CCN(CC)CC)c1ccccc1 (configuration not stated)
 : 0.9	0.9	7	0.9	1.1	7	-2	1	-8	0
COc1ccc(/C=C2/CCOC2=O)cc1
 : 0.9	1	4	1	1	-17	-1	1	-19	-3
C/C(=N\NC(=O)c1ccc(NS(=O)(=O)c2cccs2)cc1)c1ccc2c(c1)OCO2
 : 1	0.9	14	1	1	1	-10	1.1	-26	-7
O=C(O)c1cccc(CSc2ncccn2)c1
 : 1	0.9	13	1	1.1	1	-2	1	-15	-4
CN(C)C(=O)NC1C=CS(=O)(=O)C1 (configuration not stated)
 : 1	0.9	14	0.9	1	20	-4	1	-4	-4
CCc1ccccc1NC(=O)COc1ccc2c(c1)OCO2
 : 0.9	1	5	0.8	1	-1	5	1	-5	-1
CC1(C)C(=O)OC(C(=O)c2ccccc2)C(C)(C)C1=O (configuration not stated)
 : 1	0.9	11	1	1	7	-1	1	-5	-2
COc1ccccc1NC(=O)CSc1nnc(COc2ccccc2OC)n1C
 : 1	1	-2	1.1	1.1	5	-6	1	-4	-2
N/C(=N\OC(=O)CC1CCCCC1)c1cccc([N+](=O)[O-])c1
 : 0.9	0.9	8	0.9	0.6	5	-4	1.1	-8	-5
Cc1ccc(N2C(=O)C(CC(=O)Nc3cccc(F)c3)N(C3CC3)C2=O)cc1 (configuration not stated)
 : 1.1	0.9	7	1.1	1	4	-2	1	-8	-3
FC(F)(F)COc1nc(N2CCCCC2)nc(N2CCNCC2)n1
 : 0.9	0.9	8	0.9	1	3	-2	1	7	1
CCOc1ccc(NC(=O)CN2CCC(n3cnc4cc(F)ccc43)CC2)cc1
 : 1	1	-3	0.9	1	4	-7	1	-5	-3
Cc1ccc(C2(c3noc(CN(C)CC4COCCO4)n3)CCCC2)cc1 (configuration not stated)
 : 1	1	-1	1	1	6	-1	1.1	-6	-8
COc1ccc(C2=NOC(C(=O)Nc3ccc(C)cc3)C2)cc1OC (configuration not stated)
 : 1	0.9	14	0.9	1.1	3	0	1.1	-16	-6
COCCn1c(SCc2nc3sc(C(=O)OC)c(C)c3c(=O)[nH]2)nc2ccccc21
 : 1.2	1.1	-5	1.2	1.1	7	8	1	8	-4
CCC(COC(=O)Nc1cccc(C)c1)NC(=O)OCC(C)C (configuration not stated)
 : 1	1	3	1	1	6	-6	1.1	-10	-6
CCOc1ccc(NS(=O)(=O)c2ccc3ncsc3c2)cc1
 : 1	1	5	1.1	1	0	-10	1	0	2
Cn1cc(CCNC(=O)CCc2nnc(CCCCc3ccccc3)o2)cn1
 : 1.1	1.1	-9	1.1	1	5	-4	1	-7	-2
CCCCOc1ccc(C(=O)N2CCCC2)cc1
 : 0.9	1	4	1	0.9	15	-6	1	-7	-4
Cc1ccc(S(=O)(=O)N/N=c2\sc3ccccc3n2C)cc1
 : 1.1	0.9	6	1.1	1	-4	0	1	-7	0
CCSC(C)CC1CC(=O)CC(=O)C1 (configuration not stated)
 : 1.1	0.9	7	1	1	-5	-2	1	-4	1
CCn1cc(C(=O)O)c(=O)c2cc(F)c(N3CCN(C(=S)NC(=O)c4ccc(Br)cc4)CC3)cc21
 : 1	1	3	1.1	1.1	4	-5	1	-25	-2
c1ccc(CCn2nnnc2CN2CCN(C3CCCC3)CC2)cc1
 : 1	1	-1	1.1	1	14	1	1	-7	0
NC(=O)CSc1nnc2ccc(-c3ccc(Cl)cc3)nn12
 : 1.1	1	-2	1	1	-2	-5	1	-7	-3
COCCN(CC(=O)Nc1ccccc1C)S(=O)(=O)c1ccc(S(=O)(=O)N2CCCC2)cc1
 : 0.9	0.9	14	0.9	1.1	-16	-1	1	5	-2
Cc1ccc2c(c1)-c1cc(C)nn1C(c1sccc1C)N2 (configuration not stated)
 : 1.1	0.9	14	1	1	2	/	1	-12	-4
Cc1cccc(OS(=O)(=O)NC(=O)OCC2CCCN3CCCCC23)c1 (configuration not stated)
 : 1.1	0.9	14	0.9	1	4	-5	1	-16	-3
Cc1ccc(C(=O)NCC2CCCO2)cc1N1CCCC1=O (configuration not stated)
 : 0.9	0.9	6	1	1	8	-4	1	-1	-2
COc1ccccc1N1CCN(Cc2ccc(OC)c(OC)c2OC)CC1
 : 1	1	1	1	1	3	-1	1.1	-12	-5
CC(=O)N1CCN(c2ccc(NC(=O)C(C)Oc3ccc(Cl)cc3Cl)cc2)CC1 (configuration not stated)
 : 1	1	1	0.9	1	-4	-5	1	-21	-3

Some of the entries above in a different format.
molecule | PMI act | Diaph act CS | Diaph inh CS | PMI act satM6P | FLuc act counter | G6PDH counter | Efa HMGR inh | TNAP act hi DEA | TNAP inh noacc | TNAP inh hiacc
Cc1ccc(C2(c3noc(CN(C)CC4COCCO4)n3)CCCC2)cc1 (configuration not stated) | 1 | 1 | -1 | 1 | 1 | 6 | -1 | 1.1 | -6 | -8
COc1ccc(C2=NOC(C(=O)Nc3ccc(C)cc3)C2)cc1OC (configuration not stated) | 1 | 0.9 | 14 | 0.9 | 1.1 | 3 | 0 | 1.1 | -16 | -6

The list goes on:
The line under a structure holds: PMI act	Diaph act CS	Diaph inh CS	PMI act satM6P	FLuc act counter	G6PDH counter	Efa HMGR inh	TNAP act hi DEA	TNAP inh noacc	TNAP inh hiacc
N/C(=N\OC(=O)Cc1ccc(Cl)cc1)c1cccnc1
 : 1	0.9	12	1	0.9	2	-3	1	-11	-2
Cc1noc(C)c1C(=O)N(CC(=O)NC1CCCC1)Cc1ccccc1F
 : 1	1	2	1	1	-2	4	1	-12	-2
Nc1ccc(C(=O)Nc2nccs2)cc1
 : 1	1	5	0.9	0.7	5	-7	1	-8	-2
CCn1c(/C=N/Nc2ccc(C(=O)O)cc2)nc2ccccc21
 : 1	0.9	5	1.1	0.7	-17	0	1	i	-3
O=C(NC1CCCCC1)N1CCSC1=Nc1ccccc1
 : 0.9	0.8	17	1	1.1	-1	2	1.1	0	-6
Cc1ccc(N2CCN(CC(O)COc3ccc([N+](=O)[O-])cc3)CC2)cc1 (configuration not stated)
 : 1	0.9	8	1	1.1	-7	0	1	-4	-2
O=C(Nc1ccon1)c1cccc(S(=O)(=O)N2CCCC2)c1
 : 0.9	0.8	15	0.9	1.1	0	-1	1.1	-10	-7
CCOC(=O)C1C(=O)Nc2nc(C)nn2C1c1ccccc1 (configuration not stated)
 : 0.8	0.8	17	0.8	1	-1	-9	1	-2	-2
Cc1ccccc1CSCC(=O)NC(=O)NCc1ccco1
 : 1	1	3	1.1	1	1	-2	1	-7	-4
O=C(Nc1ccccc1)c1ccc2nc(-c3ccco3)c(-c3ccco3)nc2c1
 : 1	0.2	79*	1.3	1	-9	0	0.9	2	12
O=c1c2c([nH]n1-c1ccccc1)CCCC2
 : 1.3	0.9	9	1.1	1	16	-2	1.1	-10	-8
CCOc1cc(CNCCN2CCOCC2)ccc1OCc1ccccc1Cl
 : 1.1	1.1	-7	0.9	1	2	2	1.1	-11	-5
CCc1nc(NCC2CCCN2CC)c2nnn(Cc3ccccc3F)c2n1 (configuration not stated)
 : 1	1.1	-14	1	1	5	-8	1	-3	0
Nc1ccc(C(=O)c2ccccc2C(=O)O)cc1Cl
 : 1	1	-2	1.1	1	11	-4	1	-7	-5
COc1cc(C(c2sc3nc(C)nn3c2O)N2CCC3(CC2)OCCO3)cc(OC)c1OC (configuration not stated)
 : 0.9	0.9	8	1	1	-3	-5	1	-9	2
NC(CO)c1cn([C@@H](CCC(=O)O)C(=O)N2CCNCC2)nn1 (some centres not stated)
 : 1	0.9	7	1.1	1.1	6	1	1	-8	-4
Cc1ccccc1C(=O)NNC(=S)NC(=O)COc1ccccc1
 : 0.8	0.8	24	1	1	9	-3	1.1	-7	-9
COc1ccc(C2CC3(CC(C)(C)NC(=S)N3)Oc3cc(O)cc(C)c32)cc1OC (configuration not stated)
 : 1.1	1	3	1	1	1	-4	1	-4	-1
Cc1cc(C)n(-c2nc3c(c(=O)[nH]c(=O)n3C)n2Cc2ccccc2)n1
 : 1	1	4	1.1	1	-6	-2	1	-9	-3
CCOC(=O)c1ccc[n+](C(C)C(=O)c2ccc(-c3ccccc3)cc2)c1 (configuration not stated)
 : 1.2	1.1	-9	1.4	1	14	3	1	-2	-2
CNC(=O)COC(=O)c1cc(=O)[nH]c2ccccc12
 : 1	1	0	1	1.1	11	1	1.1	10	-5
CCOC(=O)C1=C(c2ccccc2)NC(=S)NC1C (configuration not stated)
 : 0.8	0.9	10	0.9	1	4	-2	1	-6	-3
O=C1C(C2=NC(C(=O)O)C3C(=O)N(c4ccccc4)C(=O)C23)=C(O)c2ccccc21 (configuration not stated)
 : 1	1	-5	1	0.8	2	1	1	-15	-1
O=C(CC(c1ccccc1)c1ccccc1)NCCO
 : 1	0.9	7	1	1.1	7	3	1	0	0
CC1CN(CCOc2ccccc2[N+](=O)[O-])CC(C)O1 (configuration not stated)
 : 1	0.8	17	1	1.1	4	-5	1.1	-14	-7
COc1ccc(Nc2ccc(N3C(=O)CC(C)C3=O)cc2[N+](=O)[O-])cc1OC (configuration not stated)
 : 0.9	0.9	10	0.7	1.1	4	-1	0.7	23	26
CC1CCCC(C)N1C(=O)C1CC(c2ccc(F)cc2)=NO1 (configuration not stated)
 : 0.9	0.8	16	0.9	1	5	-5	1	2	-1
CSc1nsc2nc(=O)c(/C=C3\C(C)=Nc4ccccc43)c(N)n12
 : 1.2	0.9	12	1	1	-2	-3	1	12	4
